Assay outcomes: PubChem, several laboratories
TLR9-MyD88 block = TLR9-MyD88 interaction inhibition; Q9NR96+Q99836; inhibition, % at 4.98 µM; hit rate 0.21% among 340,000; CHO BLA complementation TLR9-MyD88, CCF4 FRET ratio;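 active = inhibition above the mean over all tested compounds plus 3 SD, cut at about 21% in these data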;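 note: 0% = DMSO only wells and 100% = clavulanate BLA inhibitor control wells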
N-glyco inh = N-linked glycosylation inhibition | hit rate 0.23% among 360,000 | reporter increase, % at 12.5 µM | D54 ERlucT glycosylation luciferase reporter, 24 h; percent of 100 nM tunicamycin response | AID 588692;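 active = mean luciferase reporter signal, scaled so untreated is 0 and the glycosylation-blocking control 100, at or above a set limit in every replicate; inconclusive = mean reaches the limit but not every replicate does; inactive = mean below the limit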;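 note: luciferase carries N-glycosylation sites so blocking glycosylation raises the light; 0% = median of neutral control wells and 100% = median of 100 nM tunicamycin wells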
aDG glyco act = alpha-DG glycosylation activation | Pro5-aDG cells, alpha-DG glycosylation AlphaScreen (IIH6); 0% Pro5, 100% B10-LARGE cell signal | activation, % at 10 µM | hit rate 0.22% among 360,000 | AID 624168;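 active = activation of at least 8% versus controls, or a plate z-score of at least 8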;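 note: Pro5 are CHO cells carrying HIG-tagged alpha-DG that lacks glycosylation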
NOD2 RIPK2 PPI = NOD2-RIPK2 protein interaction inhibition | inhibition, % at 4.98 µM | hit rate 0.38% among 360,000 | CHO BLA complementation NOD2-RIPK2, CCF4 ratio | O43353 | AID 624267; in the data active = inhibition above about 21%;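 note: 0% = vehicle only and 100% = reference blocker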
Granule exo inh = lytic granule exocytosis inhibition | TALL-104 LAMP-1 surface exposure, flow cytometry; cells stimulated with thapsigargin and PMA | inhibition, % at 10 µM | hit rate 0.66% among 360,000 | AID 651702;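 active = inhibition above about 55%, limit read from the data; inconclusive = no clear call, values can overlap the other calls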
MC4R barr agon = agonists of human melanocortin 4 receptor (MC4R) beta-arrestin; hit rate 0.98% among 360,000; AID 540308; P32245; activation, % at 8.9 µM; U2OS MC4R beta-arrestin complementation, luminescence; percent of melanotan II response, DMSO zero;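 active = activation above a per-plate cutoff, the mean activation of sample wells on that plate plus 3 SD, cut at about 8% in these data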
ABCB6 inh MLPCN = blocks the human ABCB6 transporter; hit rate 0.19% among 360,000; fluorescence ratio to DMSO, % at 10 µM; K562-ABCB6 porphyrin accumulation, flow cytometry, 1 h; stronger effect = lower value; Q9NP58;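 active = fluorescence ratio to DMSO below 75%, the collection mean minus 3 SD; inconclusive = too few cells collected in the well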;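 note: signal is porphyrin accumulated inside mitochondria; 100% equals median channel fluorescence of DMSO control wells; lower ratio means ABCB6 inhibition with less porphyrin fluorescence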
Target sequence (Q9NP58 whole entry, looked up): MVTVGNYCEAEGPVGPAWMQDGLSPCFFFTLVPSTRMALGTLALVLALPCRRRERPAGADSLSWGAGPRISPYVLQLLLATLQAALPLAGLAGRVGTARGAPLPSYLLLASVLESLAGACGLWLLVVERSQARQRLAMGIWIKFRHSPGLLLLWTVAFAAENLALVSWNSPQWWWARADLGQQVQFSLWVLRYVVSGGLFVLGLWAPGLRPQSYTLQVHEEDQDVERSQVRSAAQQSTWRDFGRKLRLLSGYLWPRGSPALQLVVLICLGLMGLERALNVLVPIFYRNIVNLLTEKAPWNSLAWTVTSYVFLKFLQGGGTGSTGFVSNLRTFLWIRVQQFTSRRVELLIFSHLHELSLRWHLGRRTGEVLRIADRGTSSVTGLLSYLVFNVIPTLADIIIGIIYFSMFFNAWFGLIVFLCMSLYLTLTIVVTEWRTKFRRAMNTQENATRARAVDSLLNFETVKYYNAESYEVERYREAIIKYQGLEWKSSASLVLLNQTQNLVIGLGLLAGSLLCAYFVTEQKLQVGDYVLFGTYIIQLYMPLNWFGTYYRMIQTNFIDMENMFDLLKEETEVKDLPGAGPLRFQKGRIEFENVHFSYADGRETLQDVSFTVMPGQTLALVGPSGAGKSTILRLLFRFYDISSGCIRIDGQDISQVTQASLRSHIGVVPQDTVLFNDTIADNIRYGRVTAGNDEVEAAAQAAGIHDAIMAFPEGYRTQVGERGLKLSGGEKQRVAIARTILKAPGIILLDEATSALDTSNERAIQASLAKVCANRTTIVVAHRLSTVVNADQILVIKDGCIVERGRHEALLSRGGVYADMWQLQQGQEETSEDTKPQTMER
MC4R antag cAMP = blocks human MC4R cAMP signaling; P32245; MC4R-expressing cells, MTII-stimulated cAMP, LANCE TR-FRET; inhibition, % at 6.5 µM; hit rate 0.48% among 360,000; AID 540295;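 active = inhibition above its plate's cutoff, the mean of tested wells on that plate plus 3 SD, cut at about 29% in these data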;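 note: 0% = Melanotan II alone and 100% = Melanotan II plus saturating MCL0020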
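Assay system: human MC4R-expressing U2OS cells; reagent: Melanotan II stimulation of cells; dosing: 6.5 µM single dose; timing: compound 30 min, challenge 1 h, detection 1 h; signal: TR-FRET cAMP assay; replicates: one well per compound, no replicates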
ABHD5 PLIN5 PPI = blocks binding of human ABHD5 to perilipin-5 | Split G. princeps luciferase complementation, luminescence, 4 h | inhibition, % at 4 µM | hit rate 0.78% among 360,000 | Q00G26+Q8WTS1 | AID 602281;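 active = inhibition above the mean inhibition across every tested compound plus 3 SD, cut at about 22% in these data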;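 note: 0% = DMSO only wells and the 100% control is not disclosed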
Vif imaging = blocks HIV Vif function; inhibition, % at 7.49 µM; HEK293T cells, Vif self-association by quenched fluorescence, imaging, 24 h; hit rate 0.35% among 340,000; in the data active = inhibition above about 50%, passing the limit was not always enough; inconclusive = no clear call, values can overlap the other calls; inactive = below about 31%; note: some results filed as inactive read as strong as hits
* hit, by the source's call; ? = inconclusive; / = no result given. The list is partial; the hit share may differ from the screen's.

SMILES	TLR9-MyD88 block	N-glyco inh	aDG glyco act	NOD2 RIPK2 PPI	Granule exo inh	MC4R barr agon	ABCB6 inh MLPCN	MC4R antag cAMP	ABHD5 PLIN5 PPI	Vif imaging
CCCCOc1ccc(S(=O)(=O)NNC(=O)c2cc3ccccc3o2)cc1	-4.2	0.6	0.0	-6.8	-0.1	4.9	98.0	-2.1	-3.2	5.3
C/C(=N\Nc1ccc(C(=O)O)cc1)c1ccc(S(=O)(=O)NCc2ccco2)cc1	9.3	0.6	-0.2	-9.4	-5.9	0.5	100.0	11.9	-0.7	-23.3
CCSc1nnc(NC(=O)c2cc(-c3ccccc3O)n[nH]2)s1	5.4	3.4	-0.1	-8.9	-1.0	-0.4	96.0	-4.3	4.6	4.3
COC(=O)c1ccc(C)c(NC(=O)C2CC(=O)N(C3CCCC(C)C3C)C2)c1 (configuration not stated)	2.9	-1.4	0.2	-11.8	-0.2	-0.7	87.0	2.4	1.7	4.6
CCc1nc2ccc(C(=O)N(C)C(C)C)cn2c1N(CCC(C)C)CCN(C)C	/	0.4	0.0	-8.5	3.1	-0.1	99.0	7.4	-7.3	5.3
COc1ccc([N+](=O)[O-])cc1/C=N/Nc1nc(N2CCCCC2)nc(N2CCCCC2)n1	5.4	-2.7	-0.9	-9.9	2.7	-1.9	103.0	9.1	5.9	5.3
COc1cc(C(C(=O)NCc2ccccc2)N(C(=O)c2snc(C(N)=O)c2N)C2CCCC2)cc(OC)c1OC (configuration not stated)	-9.9	-0.4	0.0	-4.4	-3.7	1.0	99.0	6.6	-1.0	-2.1
CCOCCCN(C(=O)CCC(=O)Nc1cc(C)on1)C(C(=O)NC(C)(C)CC)c1cccc(OC)c1OC (configuration not stated)	-1.9	0.8	0.0	2.9	-3.8	2.1	96.0	18.8	-7.9	8.2
COc1ccc(C(=O)Nc2ccc(Cl)cc2F)cc1S(=O)(=O)N1CCCC1	-4.2	-2.9	0.2	-5.1	-5.5	-0.4	89.0	2.2	4.8	13.0
CCN1C(=NCc2ccco2)N[C@@H](c2cccc(C(F)(F)F)c2)C(C(=O)OC)=C1C	5.3	-3.1	0.7	0.9	2.7	-0.6	102.0	5.9	10.2	3.1
CCOC(=O)C1CCCN(c2c(NCCC(C)C)c(=O)c2=O)C1 (configuration not stated)	-4.8	1.4	-0.1	-4.2	-2.0	-2.2	103.0	15.4	0.9	0.3
CSCCC(=O)N1CCC(n2nccc2NC(=O)CCCc2ccccc2)CC1	-2.8	3.0	-0.5	-6.1	28.4	0.0	103.0	2.9	-4.1	-5.5
NC(=O)c1ccc(N2CCC(C(N)=O)CC2)c([N+](=O)[O-])c1	1.3	-1.0	0.3	-5.0	-1.6	-1.6	96.0	14.0	2.3	-14.8
O=C(/C=C/c1ccc2ccccc2n1)c1cc(Cl)ccc1O	-4.3	-0.3	-0.2	4.3	12.9	-1.9	206.0	1.8	6.5	10.9
COc1c2ccoc2nc2c(OC)c(OC[C@@H](O)C(C)(C)O)ccc12	3.4	2.3	0.1	-25.5	0.8	1.2	102.0	-4.0	4.3	56.8*
COc1cccc(NC(=S)N(CCN(C)C)Cc2cccs2)c1	2.4	0.3	1.0	-4.2	0.9	1.1	97.0	6.0	8.5	-0.6
CC(=O)Nc1ccc(OC(=O)Oc2ccc(NC(C)=O)cc2)cc1	-7.1	2.2	0.0	3.4	-1.9	0.1	101.0	11.2	-1.0	-1.6
CCN(CC(=O)Nc1ccc(NC(C)=O)cc1)C(=O)COc1ccccc1Cc1ccccc1	3.0	/	0.1	5.4	32.3	0.0	102.0	7.2	16.3	/
Cc1nc(C)c(C(=O)C2=C(O)C(=O)N(CCN3CCOCC3)C2c2ccco2)s1 (configuration not stated)	-46.5	1.2	-0.4	-4.4	-1.3	0.8	99.0	-2.0	-0.1	0.3
O=c1c2nnn(Cc3ccc(Cl)cc3)c2ncn1Cc1ccc(F)cc1	-4.2	-1.4	0.5	-2.5	0.5	0.5	95.0	-0.1	-11.8	1.5

Retrieved by structure from above, 5 records:
SMILES	TLR9-MyD88 block	N-glyco inh	aDG glyco act	NOD2 RIPK2 PPI	Granule exo inh	MC4R barr agon	ABCB6 inh MLPCN	MC4R antag cAMP	ABHD5 PLIN5 PPI	Vif imaging
O=c1c2nnn(Cc3ccc(Cl)cc3)c2ncn1Cc1ccc(F)cc1	-4.2	-1.4	0.5	-2.5	0.5	0.5	95.0	-0.1	-11.8	1.5
COc1cc(C(C(=O)NCc2ccccc2)N(C(=O)c2snc(C(N)=O)c2N)C2CCCC2)cc(OC)c1OC (configuration not stated)	-9.9	-0.4	0.0	-4.4	-3.7	1.0	99.0	6.6	-1.0	-2.1
CCN1C(=NCc2ccco2)N[C@@H](c2cccc(C(F)(F)F)c2)C(C(=O)OC)=C1C	5.3	-3.1	0.7	0.9	2.7	-0.6	102.0	5.9	10.2	3.1
CC(=O)Nc1ccc(OC(=O)Oc2ccc(NC(C)=O)cc2)cc1	-7.1	2.2	0.0	3.4	-1.9	0.1	101.0	11.2	-1.0	-1.6
O=C(/C=C/c1ccc2ccccc2n1)c1cc(Cl)ccc1O	-4.3	-0.3	-0.2	4.3	12.9	-1.9	206.0	1.8	6.5	10.9

(continued)
SMILES	TLR9-MyD88 block	N-glyco inh	aDG glyco act	NOD2 RIPK2 PPI	Granule exo inh	MC4R barr agon	ABCB6 inh MLPCN	MC4R antag cAMP	ABHD5 PLIN5 PPI	Vif imaging
O=C1NC(=O)C(Cc2ccccc2)(c2cccnc2)N1 (configuration not stated)	-8.3	0.1	0.0	1.8	3.3	0.5	99.0	-1.8	-0.8	0.5
CCOC(CNC(=O)c1ccc2c(c1)nc(C)n2-c1cccc(F)c1)OCC	-6.0	1.6	-0.1	7.5	-0.5	-0.7	93.0	-3.2	1.8	/
CCN1CCN(C(=O)c2ccc3c(c2)N(Cc2ccc(C)cc2)CCS3)CC1	12.3	-1.0	0.9	4.3	-1.4	1.6	100.0	6.4	9.0	-3.9
O=C(NCc1cccs1)C1CCCN1C(=O)Nc1ccccc1[N+](=O)[O-] (configuration not stated)	10.1	-0.9	-0.1	0.1	-2.3	-1.4	100.0	3.0	-1.1	17.1
CCc1ccccc1N(CC(=O)NC(C)c1ccccc1)S(C)(=O)=O (configuration not stated)	0.7	-0.2	0.0	6.0	-12.5	-2.8	105.0	5.2	1.8	13.1
CCn1nnnc1SCC(=O)NCc1ccco1	6.6	-0.3	-0.1	-5.0	-2.9	-1.6	98.0	-1.1	5.6	4.3
CC(=O)OC(COc1cccc(C)c1)Cn1cnc2ccccc21 (configuration not stated)	-7.3	-0.9	0.1	-22.1	-2.5	2.3	108.0	1.3	6.5	6.4
COC(=O)c1ccc(COC(=O)CCc2nc(-c3ccccc3)c(-c3ccccc3)o2)cc1	2.3	-0.2	-0.1	-2.5	-0.1	2.2	100.0	11.2	-12.9	5.5
NC(=O)c1nsc(C(=O)N(CCCN2CCOCC2)C(C(=O)NC2CCCCC2)c2ccc(Cl)cc2)c1N (configuration not stated)	6.4	-0.2	0.0	-4.7	-1.2	0.6	101.0	24.4	5.9	-1.6
CCNC(=O)COC(=O)c1cc(S(=O)(=O)N2CCCc3ccccc32)ccc1Cl	5.8	1.2	-0.1	-7.0	2.3	1.1	92.0	33.3*	-0.5	0.8
Cc1cccc(NC(=O)c2cccc(Cn3cc(Br)c([N+](=O)[O-])n3)c2)c1C	-17.5	-0.9	2.8	2.4	2.3	1.5	101.0	19.0	3.1	-8.8
CC(OC(=O)CCc1nc2ccccc2c(=O)[nH]1)C(=O)Nc1ncc(Cl)cc1Cl (configuration not stated)	/	2.6	-0.4	-0.8	-5.2	-0.6	102.0	0.3	-2.0	-7.4
CC(C)c1nc(SCC(=O)Nc2cccc3ccccc23)n[nH]1	1.4	1.1	0.1	-5.0	-11.8	-1.0	99.0	0.6	-1.9	16.7
N#CC1=C2SCN(c3ccccc3)CN2C(=O)CC1c1c(Cl)cccc1Cl (configuration not stated)	9.6	1.7	0.0	-3.3	11.7	-1.2	97.0	10.2	-11.9	0.5
CCOC(=O)c1c(NC(=O)c2ccc(N3C(=O)C4C5C=CC(C5)C4C3=O)cc2)sc2c1CCCC2 (configuration not stated)	-1.3	-6.0	0.5	1.6	-0.3	-1.4	101.0	2.2	-3.5	-7.9
Cc1noc(C)c1C(=O)OCC(=O)Nc1ccccc1Oc1ccccc1	-0.9	0.4	-0.2	-1.9	0.1	-0.6	?	11.4	7.0	3.0
COc1ccc([N+](=O)[O-])cc1NC(=O)C(C)N(C)Cc1ccc(Br)cc1 (configuration not stated)	3.3	-10.7	1.1	2.3	-2.1	-2.7	97.0	10.8	-0.4	8.0
Cn1c(=O)c2cc(S(=O)(=O)NC(C(=O)NC3CCCCC3)c3ccccc3)ccc2n(C)c1=O (configuration not stated)	-2.4	-0.3	0.0	5.9	-5.4	0.2	98.0	4.9	-1.7	10.7
OCCOCCN1CCN(C(=S)Nc2ccccc2)CC1	5.8	1.6	0.1	1.0	-3.2	0.5	100.0	7.0	4.0	16.6
Cc1cccc(OCC(=O)NCC2CCCO2)c1C (configuration not stated)	13.7	2.3	0.1	0.3	14.3	0.0	93.0	0.6	-1.4	1.8
C=C(c1ccccc1)c1ccccc1N	-11.7	3.1	-0.1	-2.7	-4.0	-1.2	86.0	-1.3	5.2	-10.8
C=CCn1cccc(C(=O)Nc2ccc(OCC)cc2)c1=O	-6.5	-0.9	-0.2	-16.4	-0.1	0.7	96.0	4.2	4.8	2.0
CCc1nn(-c2cc(Cl)ccc2OC)c2c1C(=O)CCC2	7.5	7.9	-0.2	-2.2	-1.6	1.5	91.0	-5.5	5.3	5.0
CC(C)C(NC(=O)c1ccccc1NC(=O)c1ccco1)C(=O)NNC(=O)c1ccncc1 (configuration not stated)	-7.6	0.7	-0.1	2.8	5.4	-4.2	102.0	-0.4	-4.9	4.3
C=CCn1c(SCC(=O)N2CCN(CCO)CC2)nc2sc3c(c2c1=O)CCC3	1.6	-0.6	0.0	4.4	-2.3	-1.5	106.0	0.9	-4.0	2.4
CCOc1ccccc1N(CC(=O)Nc1ccc(S(=O)(=O)N2CCOCC2)cc1)S(=O)(=O)c1ccc(Cl)cc1	13.9	-2.1	0.5	6.1	-3.4	1.8	97.0	1.3	5.7	-1.3

MC4R antag cAMP: entries above that show a hit.
SMILES	TLR9-MyD88 block	N-glyco inh	aDG glyco act	NOD2 RIPK2 PPI	Granule exo inh	MC4R barr agon	ABCB6 inh MLPCN	MC4R antag cAMP	ABHD5 PLIN5 PPI	Vif imaging
CCNC(=O)COC(=O)c1cc(S(=O)(=O)N2CCCc3ccccc32)ccc1Cl	5.8	1.2	-0.1	-7.0	2.3	1.1	92.0	33.3*	-0.5	0.8
